IL-2 act – qHTS of IL-2 Activators; actives 0.065% (n = 360,000); AID 652025, 2013; activation, % (series mostly up to about 46 µM); IL-2 activation reporter assay, cell-based qHTS; stimulated with anti-CD3/CD4/CD28 beads; in transgenic mouse T cells; in the data active = activation above about 50%; inconclusive = mostly about 30% to 49%; note: 0% is about no effect
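Screening format: compound pinned onto unstimulated transgenic mouse T cells, 60 min incubation, then anti-CD3/anti-CD4/anti-CD28 bead stimulation for 18 hours at 37 degrees C, followed by EGFP and DsRed detection.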
FUS suppressor – qHTS for Suppressors of FUS Proteinopathy: Primary screen using FUS-linked yeast assay; S. cerevisiae FUS-expressing, growth rescue, OD600, 24 h; Potency, µM (titrated, usually from 76.6 µM), for the others: at the highest dose growth rescue (activation), most hits filed as activators; actives 0.24% (n = 390,000);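 note: potency is the fitted concentration of half-maximal effect; plate controls were DMSO vehicle for no effect and reference control for full effect; nearly all actives have a fitted effect of over 55% in size; some results filed as inactive show a strong effect at the top dose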
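Quantitative HTS measuring growth restoration of FUS-toxic yeast. Galactose-induced cells (OD 0.005) were exposed 24hr at 30C to compounds at several concentrations, then absorbance at 600 nm was recorded.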
aSyn yeast inh – qHTS of alpha-syn Inhibitors. Potency, µM (top dose mostly 46.1 µM), for the others: at the top dose growth rescue (activation), hits mostly activators. Yeast expressing alpha-synuclein, growth rescue, BacTiter-Glo, 24 h. actives 0.14% (n = 370,000); note: potency is the fitted concentration of half-maximal effect; % of control where 0% means no effect; nearly all actives have a fitted effect of over 65% in size
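Galactose-induced alpha-syn yeast (OD600=0.02, raffinose-pregrown) + pinned cpd, 24 hr, 30 deg C; growth by BacTiter-Glo luminescence. Growth restoration scores as activation.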
PI5P4Ka inh – qHTS for Inhibitors of phosphatidylinositol 5-phosphate 4-kinase (PI5P4K). Phosphatidylinositol 5-phosphate 4-kinase type-2 alpha (Homo sapiens), P48426. PI5P4Kalpha enzyme, ADP-Glo luminescence, 60 min; active compounds read low. max response, %. actives 1.2% (n = 330,000). AID 652105, 2013; active = max response of -50% or lower; inconclusive = between -30% and -50%; inactive = -30% or higher; note: value at the top dose of about 77 µM; % is set by controls: 0 for no effect and ±100 for the full control effect
Target sequence (P48426 whole entry, looked up): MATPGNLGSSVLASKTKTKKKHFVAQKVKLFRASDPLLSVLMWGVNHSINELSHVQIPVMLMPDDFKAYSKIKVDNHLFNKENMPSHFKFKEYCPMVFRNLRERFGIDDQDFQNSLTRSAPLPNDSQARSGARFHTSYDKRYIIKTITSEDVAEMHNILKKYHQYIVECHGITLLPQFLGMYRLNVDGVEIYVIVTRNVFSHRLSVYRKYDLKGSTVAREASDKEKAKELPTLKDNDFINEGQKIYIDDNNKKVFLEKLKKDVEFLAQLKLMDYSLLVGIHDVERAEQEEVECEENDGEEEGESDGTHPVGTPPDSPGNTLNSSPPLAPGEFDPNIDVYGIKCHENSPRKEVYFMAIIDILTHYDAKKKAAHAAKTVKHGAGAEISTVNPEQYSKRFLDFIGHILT
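Reactions run in 0.038 M HEPES pH 7.4, 0.28 mM EGTA, 0.1% CHAPS and 5% DMSO, with PI5P4Kalpha, substrate, compound and 5 microM ATP final, one hour at room temperature. Readout is ADP-Glo luminescence.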
EPAC1 antagonist – qHTS for Antagonist of cAMP-regulated guanine nucleotide exchange factor 3 (EPAC1): primary screen | Rap guanine nucleotide exchange factor 3 (Homo sapiens), O95398 | Potency, µM (series often up to 115 µM), inactives show top-dose activity change, negative = inhibition, usual class: inhibitors | AID 720709, 2013 | actives 0.14% (n = 360,000) | EPAC1 GEF assay, Rap1b-BODIPY-GDP exchange fluorescence;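 note: potency is the fitted concentration of half-maximal effect; plate controls were vehicle for no effect and positive control for full effect; nearly all actives have a fitted effect of over 50% in size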
WRN helicase inh – qHTS for Inhibitors of WRN Helicase | Bifunctional 3'-5' exonuclease/ATP-dependent helicase WRN (Homo sapiens), Q14191 | WRN helicase unwinding, fluorescent forked duplex, kinetic | Potency, µM (titrated, usually from 114 µM), inactives show top-dose activity change, negative = inhibition, hits mostly inhibitors | actives 0.46% (n = 360,000) | AID 651768, 2012; note: potency is the fitted concentration of half-maximal effect; % is set by controls: 0 for no effect and ±100 for the full control effect; nearly all actives have a fitted effect of over 55% in size
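WRN at 20 nM final was preincubated with compound for 15 min at room temperature; reaction started with 100 nM forked duplex oligonucleotide carrying fluorophore and quencher plus 2 mM ATP (final). Unwinding followed kinetically by red fluorescence (ex 525/em 598 nm).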
EPAC1 ag – qHTS for Agonist of cAMP-regulated guanine nucleotide exchange factor 3 (EPAC1): primary screen; EPAC1 agonist qHTS, biochemical assay; response scale: 100% = response to 6.5 mM cAMP; Potency, µM (highest dose often 154 µM), inactives show top-dose activation, most hits filed as activators; actives 0.073% (n = 360,000); AID 720707, 2013; note: potency is the fitted concentration of half-maximal effect; nearly all actives have a fitted effect of over 60% in size
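EPAC1 100 nM, Rap1B–BODIPY-GDP 250 nM, unlabeled GDP 50 uM; compound titration; 5 min RT; kinetic read ex480/em540 at 5-min intervals ×30 min; data normalized to 6.5 mM cAMP agonist control.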
Abeta rescue – qHTS for compounds that reverse cellular toxicity of Amyloid beta (A-beta) peptide in yeast: Primary Screen; Potency, µM (highest dose often 46.1 µM), without a hit: top-dose growth rescue, usual class: activators; AID 1347071, 2019; actives 0.063% (n = 410,000); yeast expressing A-beta42, growth rescue, OD600, 48 h; response scale: 0% DMSO, 100% iron-clioquinol control; note: potency is the fitted concentration of half-maximal effect; nearly all actives have a fitted effect of over 55% in size
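Yeast A-beta toxicity model in growth medium with pinned compounds, 48 h at 30 C; growth read as absorbance at 600 nm. Normalized to FeCl3/clioquinol equimolar mix (positive) and DMSO (negative).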
PLK1 PBD block – qHTS for Inhibitors of PLK1-PDB (polo-like kinase 1 - polo-box domain): Primary Screen; actives 2.8% (n = 360,000); Potency, µM, for inactives: max response, negative = inhibition, hits mostly inhibitors; AID 720504, 2013; Plk1 PBD binding of FITC phosphopeptide, fluorescence polarization; Serine/threonine-protein kinase PLK1 (Homo sapiens), P53350; note: potency is the fitted concentration of half-maximal effect; series mostly up to about 57 µM; % is set by controls: 0 for no effect and ±100 for the full control effect; nearly all actives have a fitted effect of over 65% in size
Target sequence (P53350 whole entry, looked up, the tested form may be a part): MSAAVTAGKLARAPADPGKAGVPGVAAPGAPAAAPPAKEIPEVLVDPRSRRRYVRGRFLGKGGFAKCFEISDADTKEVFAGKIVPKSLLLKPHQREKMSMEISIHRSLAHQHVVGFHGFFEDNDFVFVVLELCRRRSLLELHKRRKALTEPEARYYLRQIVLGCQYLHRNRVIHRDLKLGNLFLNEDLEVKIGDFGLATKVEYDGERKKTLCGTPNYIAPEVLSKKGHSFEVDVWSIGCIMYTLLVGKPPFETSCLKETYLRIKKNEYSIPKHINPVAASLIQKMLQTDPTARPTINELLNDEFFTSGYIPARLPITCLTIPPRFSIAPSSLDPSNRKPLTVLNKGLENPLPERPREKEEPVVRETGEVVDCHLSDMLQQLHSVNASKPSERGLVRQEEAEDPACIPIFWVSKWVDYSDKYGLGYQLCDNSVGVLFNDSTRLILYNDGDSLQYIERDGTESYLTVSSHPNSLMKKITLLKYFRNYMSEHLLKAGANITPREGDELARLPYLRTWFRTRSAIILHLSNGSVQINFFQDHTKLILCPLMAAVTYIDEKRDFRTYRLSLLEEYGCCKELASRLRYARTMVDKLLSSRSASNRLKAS
* hit, by the source's call; ? = inconclusive; . = not tested or not shown; [ ] = remark or other dose. Unless noted, calls come from the whole dose curve; as a rule, active = well fitted curve in the direction sought with a large enough effect; inconclusive = small, poorly fitted or top-dose-only effect, or another doubt; inactive = no such curve, though single readings can be large; an effect the other way counts as inactive or inconclusive.

no.	molecule	IL-2 act	FUS suppressor	aSyn yeast inh	PI5P4Ka inh	EPAC1 antagonist	WRN helicase inh	EPAC1 ag	Abeta rescue	PLK1 PBD block
1	COc1ccccc1C1CC(=O)Nc2cc3c(cc21)OCCO3 (stereo not drawn)	-0.8	30%	2%	.	9%	2%	1%	14%	-3%
2	CC1C(=O)Nc2ccc(S(=O)(=O)N3CCN(c4ccccc4F)CC3)cc2NC1=O (stereo not drawn)	-2.9	-20%	-3%	0	-10%	-1%	5%	2%	2%
3	CC(NS(=O)(=O)c1ccccc1)C(=O)NCc1ccco1 (stereo not drawn)	-2.2	-1%	1%	.	9%	-10%[11.6 µM]	-4%	15%	?
4	CC1COC(Cn2c3ccccc3c3ccccc32)O1 (stereo not drawn)	-3.9	3%	4%	22	-23%	-19%	8%	24%	-16%
5	Cc1nn(C)cc1S(=O)(=O)N1CCN(c2ccccc2)CC1	-1.6	38%	6%	1	-6%	2%	-4%	9%	-3%
6	CC(=O)Nc1ccc(/C=C(\C#N)C(N)=O)cc1	-5.8	14%	-6%	-15	-3%	-11%	4%	8%	-12%
7	O=C(NNC(=O)c1ccc2ccccc2c1)c1cccc(F)c1	-0.7	19%	-13%	3	-12%	-6%	-3%	-2%	-6%
8	CCN(c1ccccc1)S(=O)(=O)c1cc([N+](=O)[O-])ccc1N	0.0	5%	12%	4	-18%	-25%	1%	-3%	-7%
9	c1ccc(-c2nc(NCC3CCCO3)c3oc4ccccc4c3n2)cc1 (stereo not drawn)	0.5	40%	-3%	.	-1%	-15%	8%	-11%	-3%
10	COCCN(Cc1nc2ccccc2c(=O)[nH]1)C(=O)COc1ccccc1-c1ccccc1	-0.2	37%	7%	-7	-17%	-7%	-2%	7%	7%
11	Cc1cc(NC(=O)CCCn2nc([N+](=O)[O-])cc2C)no1	0.6	-8%	-2%	5	-4%	1%	-3%	0%	-3%
12	Cc1cc(NC(=O)CCC(=O)N(CC(=O)NCC2CCCO2)c2ccccc2C)no1 (stereo not drawn)	-1.7	-7%	?	-8	-2%	-6%	0%	15%	-2%
13	CCN(CC)S(=O)(=O)c1ccc(Br)c(OC)c1	-3.3	12%	-2%	.	15%	11%	2%	18%	-1%
14	Cc1cc(/C=N/NC(N)=S)c(O)c(/C=N/NC(N)=S)c1	14	4%	-3%	-64*	-13%	-8%	40µM*	7%	?
15	CSc1ccc(/C=N/N2CCN(c3ccccc3)CC2)cc1	-0.8	-6%	2%	3	4%	-8%	0%	2%	0%
16	C=CCNc1nc(-c2ccccn2)nnc1-c1ccccc1	-2.1	10%	?	-6	-21%	-2%	0%	-81%[inhibitor]	-3%
17	c1cc(CNCCCN2CCOCC2)ccn1	-2.5	6%	-8%	1	26%	-2%	2%	5%	-8%
18	c1ccc(CN2CC[C@@H](Nc3nccn4ccnc34)C2)cc1	-0.2	7%	0%	-5	1%	12%	-2%	5%	-7%
19	O=C(Nc1cc(S(=O)(=O)N2CCOCC2)ccc1N1CCOCC1)c1ccc([N+](=O)[O-])s1	2.1	-8%	1%	-1	3%	6%	-10%	-6%	-15%
20	CC(=O)CCc1c(C)[nH]c2ccccc2c1=O	-3.3	15%	-5%	.	-3%	0%	3%	-12%	-8%
21	N#Cc1c(-c2ccccc2)cc(C2CC2)nc1N	-1.2	5%	0%	.	-11%	-3%[11.6 µM]	-11%	18%	3%
22	COc1cccc(CNC(=O)C2CCC(CNc3nc(=S)[nH]c4ccccc34)CC2)c1 (stereo not drawn)	2.8	2%	1%	-7	-5%	9%	5%	5%	-13%
23	COc1ccc(NC(=O)C2Cc3c(-c4cccc(F)c4)ccnc3O2)cn1 (stereo not drawn)	-0.4	?	0%	-3	-6%	3%	-6%	3%	2%
24	CC(=O)N(C)c1cc([N+](=O)[O-])ccc1OCc1ccccc1	-3.8	.	-1%	0	-2%	1%	6%	-8%	-3%

Two of these compounds in a different format:
[20] CC(=O)CCc1c(C)[nH]c2ccccc2c1=O
[21] N#Cc1c(-c2ccccc2)cc(C2CC2)nc1N
Assay by compound	20	21
IL-2 act	-3.3	-1.2
FUS suppressor	15%	5%
aSyn yeast inh	-5%	0%
PI5P4Ka inh	.	.
EPAC1 antagonist	-3%	-11%
WRN helicase inh	0%	-3%[11.6 µM]
EPAC1 ag	3%	-11%
Abeta rescue	-12%	18%
PLK1 PBD block	-8%	3%

Later entries:
no.	molecule	IL-2 act	FUS suppressor	aSyn yeast inh	PI5P4Ka inh	EPAC1 antagonist	WRN helicase inh	EPAC1 ag	Abeta rescue	PLK1 PBD block
25	CC(C)c1ccc(NC(=O)COC(=O)c2nn(C)c(=O)c3ccccc23)cc1	0.4	.	-1%	16	5%	-6%	-20%	-2%	-2%
26	COc1ccc(Cc2nc(C(=O)Nc3ccc(Cl)cc3)cs2)cc1	0.8	6%	-18%	6	-13%	-10%	6%	5%	-2%
27	CCc1nnc(NC(=O)c2ccc(COc3ccccc3)o2)s1	-1.8	20%	-1%	.	-2%	0%	0%	16%	-4%
28	O=C(NC1CCCCCC1)c1ccc(-n2cnnc2)cc1	-3.9	14%	0%	1	9%	0%	12%	5%	-11%
29	O=C(C1CCCO1)N1CCN(S(=O)(=O)c2ccccc2)CC1 (stereo not drawn)	-3.2	27%	2%	.	14%	-6%	7%	?	-8%
30	CC(C)N1CCCC(CNC(=O)CCc2nnc(CCCCc3ccccc3)o2)C1 (stereo not drawn)	-0.9	7%	-1%	-9	5%	4%	-6%	11%	-5%
31	Cc1ccc(C2=Nn3c(COc4ccc(Cl)cc4)nnc3SC2CC(=O)O)cc1 (stereo not drawn)	-0.1	22%	1%	-6	7%	-4%	-15%	-1%	?
32	O=C(O)c1cccc(Cn2c(Cl)c(/C=N/NC(=O)c3cc4ccccc4cc3O)sc2=O)c1	0.0	19%	-5%	-73*	?	40µM*	0%	8%	27µM*
33	Cc1cccc(N2CCN(C(=O)NCc3ccc(Cl)cc3)CC2)c1	-2.4	28%	1%	.	-15%	3%	7%	1%	-4%
34	CSc1ccccc1OCc1cc(C(=O)N(C)CC2COCCO2)no1 (stereo not drawn)	0.3	.	10%	1	15%	?	5%	0%	-5%
35	C=CCN(CC=C)C(=O)COC(=O)c1n[nH]c2ccccc12	1.3	-5%	-2%	1	-30%	0%	7%	-11%	-1%
36	O=C(Nc1cccn(Cc2ccc(F)cc2)c1=O)NC1CCCCC1	2.5	26%	19%	.	10%	1%	1%	15%	-1%
37	O=C(c1ccccc1[N+](=O)[O-])N1N=C(c2ccccc2)CC1(O)C(F)(F)F (stereo not drawn)	0.0	?	0%	10	-4%	-3%	4%	2%	-6%
38	CC1=CC(C)(C)N(C(=O)CSc2nnc(N)s2)c2c(C)cc(C)cc21	1.1	10%	-6%	-10	-7%	-2%	-1%	2%	-17%
39	O=[N+]([O-])c1ccc(/C=N/Nc2nc(-c3ccccc3)c3cc(Br)ccc3n2)o1	-0.9	10%	-7%	-27	-19%	-5%	-3%	2%	-5%
40	O=C(CCCN1C(=O)CCC1=O)Nc1ccc(Br)cc1F	0.5	13%	0%	.	1%	-4%	-3%	-13%	-15%
41	Cc1nnc(SCC(=O)Nc2sc3c(c2C#N)CCCCC3)n1N	-0.7	26%	7%	-12	-7%	-26%	-3%	3%	?
42	CC(C)C(=O)N1CCN(c2ccccc2NC(=S)NC(=O)/C=C/c2ccco2)CC1	-0.1	24%	0%	-7	-7%	-24%	8%	7%	-17%
43	COc1ccccc1CNC(=O)CN1c2cccc3cccc(c23)S1(=O)=O	-0.5	15%	7%	-18	-3%	-2%	5%	7%	-1%
44	C=CCn1c(NCc2ccc(OC)cc2)nc2ccccc21	-0.8	19%	2%	3	-15%	6%	-4%	-2%	3%
45	Cc1ccc(S(=O)(=O)NCCCNS(=O)(=O)c2ccccc2)cc1	1.4	-15%	-2%	0	5%	3%	6%	6%	-12%
46	FC(F)(F)c1nnc2n1N=C(c1cccs1)CS2	-0.3	0%	6%	9	-6%	-8%	-6%	-9%	-11%
47	CCO[C@H]1OC(C(=O)NCc2nc3ccccc3[nH]2)=C[C@@H](c2csc3ccccc23)[C@@H]1CCCO	-0.2	29%	2%	0	-7%	0%	3%	7%	-6%
48	CCNC(=S)Nc1ccc(OCC)cc1	-0.3	.	-7%	-5	-25%	10%	8%	17%	-16%
49	COc1cccc(NC(=O)Nc2cc(C)ccc2OC)c1	-2.5	10%	0%	-6	-9%	-1%	2%	-6%	-7%
50	O=C(O)CCCCCCCCCCP(=O)(c1ccccc1)c1ccccc1	-0.7	30%	?	4	3%	-4%	4%	1%	-8%
51	Cc1nc2ccccc2n1CC(=O)NC1CCCCCC1	0.0	-23%	1%	1	0%	-7%	8%	8%	6%
52	CCCOC1CCCN(C(=O)c2cc(COc3c(F)cccc3F)on2)C1 (stereo not drawn)	-1.1	13%	-2%	1	-4%	-6%	4%	1%	-3%
53	CCOC(=O)/C=C/[C@H]1CC2(CCO1)SCCCS2	-2.9	-11%	-5%	-6	4%	-4%	-25%	5%	-5%
54	O=C(CCC(=O)c1ccc(Cl)cc1)OCC(=O)c1ccccc1	-1.8	52%	1%	8	6%	0%	13%	-12%	-12%
55	OCc1cn(-c2ccccc2)nc1-c1cccnc1	-0.2	-16%	0%	-5	5%	4%	1%	-4%	-5%
56	O=C(O)C1CCCCN1S(=O)(=O)c1ccccc1 (stereo not drawn)	-1.4	-12%	-8%	2	-7%	-5%	3%	-8%	-10%
